# HT1080NT lethal: qHTS for induction of synthetic lethality in tumor cells producing 2HG: qHTS for the HT-1080-NT fibrosarcoma cell line | HT-1080-NT fibrosarcoma viability, CellTiter-Glo ATP luminescence, 48 h | Potency, µM (doses to about 46.1 µM), for inactives: at the highest dose activity, negative = less viability, most hits filed as cytotoxic | 360,000 compounds, 1.6% hits;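 further: NT is the 2HG producing partner of a matched IDH1 knockdown line; potency means the concentration at half of the fitted maximal effect; 0% = DMSO-treated cells and -100% = media-only wells without cells; nearly all actives have a fitted effect of over 55% in size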
#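 Luminescent CellTiter-Glo readout after 48 hours of compound exposure at 37 degrees C defined viability of HT-1080-NT cells. Activity was normalized to DMSO wells and cell-free media wells; concentration-response curves were fitted and assigned curve classes.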
# HT1080 IDH1KD tx: qHTS for induction of synthetic lethality in tumor cells producing 2HG: qHTS for the HT-1080-IDH1KD cell line | HT-1080 IDH1 knockdown viability, ATP luminescence, 48 h | Potency, µM (top dose mostly 46.1 µM), without a hit: top-dose activity, negative = toxicity, actives largely listed as cytotoxic | 360,000 compounds, 2% hits;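 further: potency means the concentration at half of the fitted maximal effect; 0% = DMSO wells and -100% = cell-free medium wells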
#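 IDH1KD HT-1080 cells, 750/well, RPMI + 5% FBS; compound pinned after 2 h settling; 48 h, 37 °C; CellTiter-Glo luminescence; % activity normalised to DMSO and no-cell wells; curves fitted, classed by r2 and efficacy.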
# KB-3-1 tox: qHTS assay for MDR1-selective chemotherapeutics: Primary screen using the parental adenocarcinoma cell KB-3-1 | KB-3-1 viability, CellTiter-Glo ATP luminescence, 72 h | 400,000 compounds, 1.4% hits | Potency, µM (highest dose often 46.1 µM), for inactives: top-dose activity change, negative = cytotoxic, usual class: cytotoxic; further: potency means the concentration at half of the fitted maximal effect; on the % scale 0 is the no-effect control and ±100 the full control effect; nearly all actives have a fitted effect of over 60% in size
#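 Parental KB-3-1 viability, qHTS format: 72 h compound exposure, 37 °C; CellTiter-Glo; media-only wells and DMSO plates as controls; concentration-effect fits on corrected data.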
# D3 ag: qHTS of D3 Dopamine Receptor Agonist: qHTS; D(3) dopamine receptor (Homo sapiens), P35462; D3R DiscoveRx beta-arrestin cells, luminescence, 90 min; 410,000 compounds, 0.58% hits; max activation, %; in the data active means max activation above about 30%; further: 0% is about no effect; mostly tested at two doses, the higher about 12 µM
# Target sequence (P35462 whole entry, looked up): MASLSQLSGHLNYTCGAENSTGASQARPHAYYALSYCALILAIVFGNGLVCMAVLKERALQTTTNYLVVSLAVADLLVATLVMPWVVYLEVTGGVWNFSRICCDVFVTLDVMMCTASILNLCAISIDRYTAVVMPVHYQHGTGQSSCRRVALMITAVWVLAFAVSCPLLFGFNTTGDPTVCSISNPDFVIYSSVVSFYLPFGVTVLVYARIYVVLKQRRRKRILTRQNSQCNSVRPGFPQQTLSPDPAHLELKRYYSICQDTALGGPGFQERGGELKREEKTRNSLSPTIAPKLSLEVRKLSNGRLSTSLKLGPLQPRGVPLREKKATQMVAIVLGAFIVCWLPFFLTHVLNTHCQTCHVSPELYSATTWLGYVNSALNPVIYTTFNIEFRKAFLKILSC
#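 Agonist-mode cell screen: cells plated at 1500/well and incubated overnight at 37 °C, then exposed to library compounds for 90 min at 37 °C. Detection reagent was added for 30–60 min at room temperature, and luminescence was read.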
# IL1B secr inh: qHTS for Inhibitors of Inflammasome Signaling: IL-1-beta AlphaLISA Primary Screen; THP-1 LPS/ATP IL-1B secretion, AlphaLISA, 16 h; hits give low values; activity change, % at 57.5 µM; 360,000 compounds, 4.7% hits; AID 743279, 2014; in the data active means activity change below about -50%; inconclusive means mostly about -30% to -49%; further: on the % scale 0 is the no-effect control and ±100 the full control effect
#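 Secreted IL-1B measured by AlphaLISA bead assay after 16 h compound exposure of THP-1 cells; compounds (final up to 57.5 uM) added 1 h before LPS (250 ng/mL) and ATP (1.25 mM) stimulation; lower signal means less secretion.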
# SW480 rereplic: A quantitative high throughput screen for small molecules that induce DNA re-replication in SW480 colon adenocarcinoma cells | SW480 DNA re-replication, Hoechst DNA content imaging, 48 h | Potency, µM (top dose mostly 46.1 µM), for the others: top-dose re-replication activation, actives largely listed as activators | 340,000 compounds, 1.8% hits | AID 624297, 2012; further: potency means the concentration at half of the fitted maximal effect; % of control where 0% means no effect; nearly all actives have a fitted effect of over 55% in size
#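 Readout is total intensity of Hoechst-stained nuclei, excited at 405 nm and collected at 500-530 nm. Compound treatment lasted 48 hr at 37 C in 5% CO2 before staining.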
# KB-V1 cytotox: qHTS assay for MDR1-selective chemotherapeutics: Primary screen using the drug-selected MDR subline cells KB-V1; Potency, µM (titrated, usually from 46.1 µM), without a hit: top-dose activity change, negative = cytotoxicity, hits mostly cytotoxic; KB-V1 MDR cells viability, CellTiter-Glo, 72 h; 400,000 compounds, 3.4% hits; further: potency means the concentration at half of the fitted maximal effect; on the % scale 0 is the no-effect control and ±100 the full control effect; nearly all actives have a fitted effect of over 60% in size
#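 qHTS viability screen in drug-selected KB-V1 MDR cells: 72 h compound treatment at 37 degrees C, ATP luminescence end point.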
# GLP-1R agonist: qHTS of GLP-1 Receptor Agonists; HEK293 GLP-1R CRE-luciferase, luminescence, 4-6 h; cells express a hypersensitive GLP-1R form; AID 624172, 2012; 380,000 compounds, 0.007% hits; Potency, µM (titrated, usually from 45.6 µM), for inactives: at the top dose activation, usual class: activators; further: potency means the concentration at half of the fitted maximal effect; % of control where 0% means no effect
# Target sequence (P43220 whole entry, looked up): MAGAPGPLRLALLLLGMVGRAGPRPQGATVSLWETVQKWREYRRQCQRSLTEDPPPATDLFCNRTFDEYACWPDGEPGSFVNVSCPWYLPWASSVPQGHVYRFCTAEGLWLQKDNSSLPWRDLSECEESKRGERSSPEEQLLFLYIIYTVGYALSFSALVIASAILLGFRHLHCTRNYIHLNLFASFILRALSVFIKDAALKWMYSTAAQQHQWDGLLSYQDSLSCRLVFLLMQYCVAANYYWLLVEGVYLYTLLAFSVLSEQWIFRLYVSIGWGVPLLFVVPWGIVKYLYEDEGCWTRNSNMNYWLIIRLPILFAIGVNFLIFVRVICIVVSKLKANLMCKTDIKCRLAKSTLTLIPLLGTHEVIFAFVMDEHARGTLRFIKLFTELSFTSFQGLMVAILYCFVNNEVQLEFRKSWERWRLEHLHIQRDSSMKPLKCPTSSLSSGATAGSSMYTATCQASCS
# DRD3 antagonist: qHTS of D3 Dopamine Receptor Antagonist: qHTS. 360,000 compounds, 2.5% hits. D3R cells, DiscoveRx beta-arrestin luminescence, antagonist mode; hits give low values. max response, negative = inhibition, %. D(3) dopamine receptor (Homo sapiens), P35462; in the data active means max response below about -50%; inconclusive means no clear call, values can overlap the other calls; further: on the % scale 0 is the no-effect control and ±100 the full control effect; mostly tested at two doses, the higher about 12 µM
#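 Cells expressing the human receptor were seeded at 1500 cells/well, incubated overnight at 37 degrees C in 5% CO2, then exposed to library compounds with dopamine controls for 90 minutes at 37 degrees C before luminescent detection.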
# Active calls of the source: *; ? = inconclusive; · = not tested or not shown; [ ] = another dose, or the depositor's remark. Unless noted, the call rests on the fitted dose curve; in most records, active means well fitted curve in the direction sought with a large enough effect; inconclusive means small, poorly fitted or top-dose-only effect, or another doubt; inactive means no such curve, though single readings can be large; an effect the other way counts as inactive or inconclusive.
SMILES,HT1080NT lethal,HT1080 IDH1KD tx,KB-3-1 tox,D3 ag,IL1B secr inh,SW480 rereplic,KB-V1 cytotox,GLP-1R agonist,DRD3 antagonist
O=C(CCN1C(=O)c2ccccc2S1(=O)=O)Nc1ccc(C(=O)O)cc1,10%,6%,15%,3,-2,-18%,4%,4%,0
O=C1C=C(O)C(n2cncn2)C(c2cc(F)ccc2F)C1 (stereo not drawn),2%,3%,-4%,-2,7,-12%,9%,1%,12
CCOc1ccc(N(CC(=O)NCCSCc2ccccc2Cl)S(C)(=O)=O)cc1,6%,1%,0%,1,-6,3%,?,14%,8
COc1ccc(C(=O)N[C@H](C(=O)NCc2ccc(C)cc2)C(C)C)cc1,4%,-23%,-14%,2,-19,-6%,?,14%,0
COc1ccccc1CCC(=O)Oc1ccc(C#N)cc1OC,15%,10%,8%,-1,3,1%,21%,2%,-7
CCOC(=O)c1c(C)n(CCNC(C)=O)c2ccc(O)cc12,28%,11%,-14%,9,7,-18%,-4%,-1%,13
O=C1c2ccccc2C(=O)N1CCCCSc1nnc(-c2ccc(OC(F)F)cc2)o1,12%,5%,-8%,2,-13,13%,3.3µM*,13%,35
CCN(CC(=O)NC1CCS(=O)(=O)C1)S(=O)(=O)c1ccc(C)c(C)c1 (stereo not drawn),-1%,-1%,-14%,-9,-2,0%,-6%,0%,-21
CC(=O)N1CCc2ccc(S(=O)(=O)N3CCc4ccccc43)cc21,-11%,-14%,-7%,-21,24,-4%,-17%,5%,-18
CCOc1ccccc1NC(=O)Nc1cccc(C(C)=O)c1,-4%,-1%,15%,-5,-6,-9%,-10%,8%,9
Cc1ccccc1NC(=O)c1cccc2c1C(=O)N(C1CCCCC1)C2,5%,14%,10%,1,15,-2%,2%,4%,5
O=C(CCN1C(=O)/C(=C/c2ccccc2Cl)SC1=S)Nc1cccnc1,-3%,-14%,11%,2,0,3%,3%,7%,-8
Cc1onc(-c2ccccc2Cl)c1C(=O)NC(=S)Nc1ccccc1F,-4%,3%,-2%,-4,-9,59%,15%,3%,-19
OC1COC(c2ccccc2)OC1C(O)C1OC(c2ccccc2)OCC1O (stereo not drawn),0%,1%,?,3,8,-2%,?,11%,14
CCCCc1nnc(NC(=O)COC)s1,7%,3%,-1%,2,10,1%,5%,0%,0

# Brought forward from above: three compounds; new compounds follow.
SMILES,HT1080NT lethal,HT1080 IDH1KD tx,KB-3-1 tox,D3 ag,IL1B secr inh,SW480 rereplic,KB-V1 cytotox,GLP-1R agonist,DRD3 antagonist
Cc1onc(-c2ccccc2Cl)c1C(=O)NC(=S)Nc1ccccc1F,-4%,3%,-2%,-4,-9,59%,15%,3%,-19
OC1COC(c2ccccc2)OC1C(O)C1OC(c2ccccc2)OCC1O (stereo not drawn),0%,1%,?,3,8,-2%,?,11%,14
CCCCc1nnc(NC(=O)COC)s1,7%,3%,-1%,2,10,1%,5%,0%,0
C=CCn1c(SCC(=O)Nc2ccccc2C)nc(O)cc1=O,8%,6%,5%,8,-6,-10%,0%,0%,0
CCN(CC)C(=O)c1cccc(-c2csc(C(O)c3ccccc3)n2)c1 (stereo not drawn),-27%,?,0%,14,11,·,-25%,9%,59
O=C(Nc1cccc(C(F)(F)F)c1)Nc1ccon1,0%,-1%,-5%,3,24,-5%,-11%,-2%,4
O=C(Nc1ccccc1)N(CCCN1CCOCC1)Cc1cccs1,-8%,3%,-5%,-8,11,-7%,1%,-5%,3
COc1ccccc1C(=O)Nc1ccnn1C1CCN(C(C)CSC)CC1 (stereo not drawn),-6%,0%,21%,1,8,-2%,-12%,2%,8
Cc1ccc(Cn2cc(S(=O)(=O)c3ccc(Cl)cc3)c(=O)c3cc(F)ccc32)cc1,1%,-25%,-6%,-3,-10,1%,?,-23%,2
O=c1c2ccccc2nc2c3ccccc3c(NCc3ccco3)nn12,15%,7%,1%,7,18,0%,?,0%,16
COc1ccc(N2CCN(C(=O)CSc3nnc4c(C)cc5c(C)cc(C)cc5n34)CC2)cc1,7%,0%,3%,14,?,11%,?,-1%,10
CCOC(=O)c1ccccc1C(=O)N1CCOCCOCCOCC1,1%,3%,-4%,-14,0,-2%,4%,0%,-9
O=C(c1cc(-c2ccccc2)nc2ccccc12)N1CCOCC1,9%,-4%,-2%,4,15,11%,-8%,4%,5
CCn1c(SCC(=O)NC(C)C(C)C)nc2cc(S(=O)(=O)N3CCOCC3)ccc21 (stereo not drawn),0%,-1%,12%,4,0,3%,?,19%,8
CCOc1ccc(C(CC(=O)O)NC(=O)c2ccco2)cc1OC (stereo not drawn),?,8%,2%,2,15,2%[9.22 µM],-7%,-2%,10
CCN1CCN(S(=O)(=O)c2ccc(OC)cc2)CC1,2%,2%,-2%,8,-5,-37%[inhibitor],7%,5%,-7
Cc1cccc(NC(=S)NNC(=O)c2nn(C)cc2Cl)c1,16%,3%,20%,-4,-4,-3%,3%,-11%,-99*
CCOCCCn1c(SCC(=O)N(C)C2CCS(=O)(=O)C2)nc2ccccc2c1=O (stereo not drawn),15%,15%,-22%,7,-16,-6%,6%,20%,3
CN(C)/C=C/C(=O)c1ccc(-c2ccc(Cl)cc2Cl)o1,0%,8%,25%,-1,?,-4%,?,-1%,7
O=S(=O)(O)c1ccc2c(c1)C(C(Cl)(Cl)Cl)OC(C(Cl)(Cl)Cl)O2 (stereo not drawn),-10%,-5%,-2%,-5,-5,-2%,-6%,-12%,-4
O=C(Nc1cccc(F)c1)c1ccccc1-c1ccccc1,17%,21%,4%,-1,-14,-1%,2%,0%,-16
COc1cccc(N2CCN(C(=O)Cn3cnc4onc(-c5ccc(F)cc5)c4c3=O)CC2)c1,·,·,-1%,-5,·,·,-18%,-8%,·
CC(=O)Nc1ccc(NC(=S)NC(=O)C2CC2)cc1,-6%,0%,2%,-2,-18,3%,-10%,2%,8
Cc1ccc(C(CC(=O)N2CCCC2)c2ccccc2)c(O)c1 (stereo not drawn),16%,10%,-1%,5,5,-8%,-19%,2%,20
O=C1OCC(c2ccccc2)=C1c1ccc(S(=O)(=O)N2CCOCC2)s1,-1%,2%,10%,4,46,-14%,3%,-7%,3
CC(=O)c1sc(NC(=O)C=C(C)C)nc1C,-1%,-12%,-9%,-2,20,4%,-14%,1%,10
CC(C)c1nc(Cl)c(C#N)c2c1CCC2,7%,12%,19%,-9,18,-10%,0%,12%,-1
COc1ccccc1S(=O)Cc1ccc(C(=O)NCCc2ccc(Cl)cc2)o1 (stereo not drawn),0%,1%,-1%,-5,?,4%,-24%,-5%,-9
COCCCNC(=O)c1ccc(N2CCCC2)c(NS(=O)(=O)c2ccc(C)cc2)c1,7%[9.24 µM],?,17%,1,-5,?,2%,-3%,-20
COc1ccc(S(=O)(=O)c2ccccc2)cc1NC(=O)c1c(F)cccc1F,-4%,0%,0%,1,-6,-4%,-6%,14%,7
Cc1cc(-c2n[nH]c(=S)n2/N=C/c2ccc(C)s2)n[nH]1,10%,5%,22%,-2,11,2%,?,-2%,-10
O=C(Cc1cccs1)N1CCCC(c2nc3c(nnn3Cc3ccc(F)cc3)c(=O)[nH]2)C1 (stereo not drawn),3%[9.24 µM],-7%,4%,4,0,-8%,8%,3%,30
CN(C(=O)c1cc(C(=O)N(C)c2ccccc2)cc([N+](=O)[O-])c1)c1ccccc1,-3%,-1%,-2%,9,0,-4%,-13%,11%,11
CCCCCCCCNC(=O)c1cccnc1SCC(=O)Nc1ccccc1OC,-9%,-13%,-20%,5,15,-3%,?,1%,-4
O=C(O)/C(=C\c1ccccc1)c1ccccc1,-1%,14%,5%,5,16,2%,17%,0%,-14
CS(=O)(=O)c1ccc(Cl)c(C(=O)OCC(=O)NC2CCCCCCC2)c1,5%,3%,7%,7,8,8%,14%,7%,1
CN(CC(=O)NCCc1ccccc1)S(=O)(=O)c1ccc(Br)cc1,2%,0%,12%,0,-1,-18%,17%,0%,-1
COc1cc(NC(=O)C2CCN(S(=O)(=O)c3ccc(N4CCCC4=O)cc3)CC2)cc(OC)c1,29%,4%,-4%,8,-15,-13%,-23%,1%,3
CCN1CCN(C(=O)CCc2nnc(CCc3c[nH]c4ccccc34)o2)[C@@H](C)C1=O,-1%,-6%,2%,2,24,-5%,10%,24%,8
CC1(C(=O)NS(=O)(=O)c2cccc(F)c2)CCN1C(=O)CC1CCCC1 (stereo not drawn),?,26%,0%,10,0,·,6%,2%,2
CC(NC(=O)c1cc(F)c(F)cc1Cl)c1ccncc1 (stereo not drawn),7%,3%,2%,1,-2,-8%,?,1%,-5
COc1cc(CCC(=O)NCc2ccc(S(N)(=O)=O)cc2)cc(OC)c1OC,0%,14%,5%,1,18,0%,12%,8%,15
NC(=O)c1ccsc1NC(=O)COC(=O)Cc1ccccc1[N+](=O)[O-],-5%,-14%,3%,-2,39,·,-23%,13%,-18
CCc1ccccc1NC(=O)c1cc(-c2ccco2)on1,4%,6%,-1%,4,-19,1%,2%,11%,3
O=C(NC1CCCCC1)c1cccc(N2C(=O)CCC2=O)c1,12%,4%,-1%,8,15,12%,11%,8%,0

# Screening data from PubChem.
